# Screens: PubChem BioAssay, National Center for Advancing Translational Sciences (NCATS)
# Pf growth 96h – P. falciparum growth inhibition at 96 hours; P. falciparum luciferase reporter growth, 96 h; Potency, µM (series often up to 28.7 µM), without a hit: top-dose activity change, negative = inhibition, actives largely listed as inhibitors; 6.9% of 320,000 active; also: potency is read from the fitted curve at half-maximal effect; % is scaled to controls: 0 for no effect and ±100 for the full control effect
#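 Cell-based qHTS: luciferase-tagged P. falciparum in erythrocytes (2% hematocrit, 0.05% parasitemia final) incubated with compounds for 96 hours, 37 C, 5% CO2; luciferase detection reagent then added and luminescence measured.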
# Shiga toxin inh – blocks Shiga toxin action in Vero cells | Vero cells, Shiga toxin protein synthesis inhibition reporter | AID 2315 | inhibition, % at 38.7 µM | 9.2% of 290,000 active; in the data active = inhibition mostly above about 28%, no sharp cut-off; inactive = mostly below about 43%; also: 0% is about no effect
# AmpC no deterg – AmpC beta-lactamase inhibition without detergent. 0.52% of 330,000 active. AmpC nitrocefin hydrolysis, absorbance 480 nm, 0.0001% Triton. P00811. Potency, µM (doses to about 57.1 µM), for the others: at the highest dose activity change, negative = inhibition, usual class: inhibitors. AID 485341;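 also: potency is read from the fitted curve at half-maximal effect; plate controls were no compound for no effect and no enzyme for full effect; nearly all actives have a fitted effect of over 20% in size; some results filed as inactive show a strong effect at the top dose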
# Target sequence (P00811 whole entry, looked up): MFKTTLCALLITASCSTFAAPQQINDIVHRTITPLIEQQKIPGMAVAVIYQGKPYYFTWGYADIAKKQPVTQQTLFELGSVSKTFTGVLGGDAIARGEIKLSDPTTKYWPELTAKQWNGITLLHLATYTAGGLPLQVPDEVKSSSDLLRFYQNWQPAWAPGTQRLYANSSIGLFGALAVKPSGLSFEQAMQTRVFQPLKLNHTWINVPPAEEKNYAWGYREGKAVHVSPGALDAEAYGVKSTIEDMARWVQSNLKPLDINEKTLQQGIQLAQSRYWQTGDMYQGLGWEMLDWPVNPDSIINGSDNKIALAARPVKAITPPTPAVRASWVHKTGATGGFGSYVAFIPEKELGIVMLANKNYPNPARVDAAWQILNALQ
#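 20 mM phosphate pH 7.0 + 0.01% (detergent screen) or 0.0001% Triton X-100; 5.3 nM AmpC reagent; cpd preinc 15 min RT; nitrocefin (800 uM stock) to start; A480 q20 s × 4 min; Activity was normalised to no-enzyme and no-compound control wells.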
# Pf growth 48h – inhibits P. falciparum growth in the first generation, 48 h; P. falciparum luciferase growth in erythrocytes, 48 h; Potency, µM (doses to about 28.7 µM), for the others: at the highest dose activity change, negative = inhibition, hits mostly inhibitors; 5.9% of 310,000 active; also: potency is read from the fitted curve at half-maximal effect; % is scaled to controls: 0 for no effect and ±100 for the full control effect
#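 Growth was read as firefly luciferase luminescence after a 48 h, 37 C, 5% CO2 exposure of compounds to reporter-bearing P. falciparum cultures (0.1% parasitemia, 2% hematocrit final) in Albumax-supplemented RPMI 1640.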
# Tb PYK inh – blocks Trypanosoma brucei pyruvate kinase; Q57TT1; 0.12% of 410,000 active; Potency, µM (doses to about 76.8 µM), inactives show top-dose activity, negative = inhibition, hits mostly inhibitors; AID 624173; TbPYK enzyme, Kinase-Glo Plus ATP luminescence, 45 min; also: potency is read from the fitted curve at half-maximal effect; % is scaled to controls: 0 for no effect and ±100 for the full control effect; nearly all actives have a fitted effect of over 50% in size
#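 Assay buffer: 50 mM TEA pH 7.2, 100 mM KCl, 10 mM MgCl2, 0.05% BSA, 0.01% Tween-20. Pyruvate kinase from T. brucei plus substrate met compound, then ADP (130 uM final). Luminescence was read post 45 min RT.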
# Cycloheximide cs – counter-screen for Shiga toxin inhibitors: cycloheximide protein synthesis inhibition | cell reporter, cycloheximide protein synthesis inhibition counterscreen | max response, % | 12% of 300,000 active | AID 2314; in the data active = max response mostly above about 13%, no sharp cut-off; inactive = mostly below about 14%; also: read at 38.3 µM for the half of the compounds with a filed dose; 0% is about no effect
# LmPK inhibitor – inhibitors of Leishmania mexicana pyruvate kinase; 0.37% of 290,000 active; AID 1721; purified LmPK, Kinase-Glo ATP luminescence, 1 h; Potency, µM (series often up to 57.5 µM), inactives show at the top dose activity change, negative = inhibition, most hits filed as inhibitors; Q27686; also: potency is read from the fitted curve at half-maximal effect; % is scaled to controls: 0 for no effect and ±100 for the full control effect
# Target sequence (Q27686 whole entry, looked up): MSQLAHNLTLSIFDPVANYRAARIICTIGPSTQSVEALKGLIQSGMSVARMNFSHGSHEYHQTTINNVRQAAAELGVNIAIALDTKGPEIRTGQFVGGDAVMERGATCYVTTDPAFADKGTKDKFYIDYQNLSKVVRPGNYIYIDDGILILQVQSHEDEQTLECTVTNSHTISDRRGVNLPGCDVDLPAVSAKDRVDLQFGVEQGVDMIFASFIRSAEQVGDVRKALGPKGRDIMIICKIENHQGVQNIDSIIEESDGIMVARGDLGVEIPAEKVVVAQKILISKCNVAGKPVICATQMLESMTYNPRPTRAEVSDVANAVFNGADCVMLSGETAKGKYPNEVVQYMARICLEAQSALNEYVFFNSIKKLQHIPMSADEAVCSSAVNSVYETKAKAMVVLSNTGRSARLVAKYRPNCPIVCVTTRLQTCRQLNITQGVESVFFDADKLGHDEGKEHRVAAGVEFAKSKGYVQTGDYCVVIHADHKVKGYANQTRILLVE
#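 Screened at intermediate enzyme activity to detect both inhibitors and activators: LmPK at 0.1 nM, with a 0.5 nM enzyme column as activation reference. PEP 0.5 mM, ADP 0.1 mM; ATP detected by luminescence after 1 h.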
# Starred values were filed as active, the others as inactive; i = inactive; ? = inconclusive; · = not tested or not shown; [ ] = dose if it differs, or a comment. Unless noted, calls follow the shape of the dose curve; as a rule, active = well fitted curve in the direction sought with a large enough effect; inconclusive = small, poorly fitted or top-dose-only effect, or another doubt; inactive = no such curve, though single readings can be large; an effect the other way counts as inactive or inconclusive.
SMILES,Pf growth 96h,Shiga toxin inh,AmpC no deterg,Pf growth 48h,Tb PYK inh,Cycloheximide cs,LmPK inhibitor
O=C(CSc1nnc(CNc2ccc(F)cc2)n1Cc1ccccc1)N1CCOCC1,?,-16.3,61.9%[activator],-12.2%,-2.3%,-3.0,-0.7%
Cc1cc(=O)[nH]c(SCC(=O)Nc2cc(S(=O)(=O)N3CCCC3)ccc2Cl)n1,-9.4%,2.8,-31.8%,-15.6%,-5.3%,-1.1,5.4%
CCOc1ccc(N2C(=O)c3ccc(C(=O)OCc4c(C)noc4C)cc3C2=O)cc1,-8.8%,-12.3,-13.1%,16.8%,-18.5%,-1.2,1.0%
Cc1ccc(N2CC(C(=O)Nc3nnc(C(C)C)s3)CC2=O)cc1 (centres undefined),-25.4%[5.75 µM],-8.9,-2.9%,5.0%,-3.5%,-2.5,2.2%
O=C(CSc1ccccc1)Nc1cccc(S(=O)(=O)N2CCOCC2)c1,?,·,-48.7%,?,-3.1%,·,·
CCOC(=O)C1SC2(C(F)(F)F)CC1(O)c1c(C)cc(C)nc1O2 (centres undefined),?,-11.3,-2.7%,-10.1%,2.7%,-0.4,2.8%
CN(C)c1ccc(C(=C2C=CC(=[N+](C)C)C=C2)c2c(O)c(S(=O)(=O)[O-])cc3cc(S(=O)(=O)O)ccc23)cc1,6.01µM*,·,·,?,?,·,·
CC(C)c1ccc(/C=C(\NC(=O)c2ccccc2)C(=O)NCCN2CCOCC2)cc1,?,-23.3,151.3%[activator],10.6%,·,-1.1,0.2%
CN1CCN(c2ccccc2NC(=O)c2ccc(N3CCCC3)c([N+](=O)[O-])c2)CC1,-4.5%,18.8,228.8%[activator],?,1.2%,-2.5,-3.3%
CC1=C(C(=O)OCc2ccccc2)C(c2ccc(Cl)cc2Cl)NC(=O)N1CCCCCC(=O)O (centres undefined),?,-4.8,18.3%,9.6%,-0.5%,-4.1,2.3%

# Overlap with the part before: 2 compounds; new compounds follow.
SMILES,Pf growth 96h,Shiga toxin inh,AmpC no deterg,Pf growth 48h,Tb PYK inh,Cycloheximide cs,LmPK inhibitor
CN1CCN(c2ccccc2NC(=O)c2ccc(N3CCCC3)c([N+](=O)[O-])c2)CC1,-4.5%,18.8,228.8%[activator],?,1.2%,-2.5,-3.3%
CC1=C(C(=O)OCc2ccccc2)C(c2ccc(Cl)cc2Cl)NC(=O)N1CCCCCC(=O)O (centres undefined),?,-4.8,18.3%,9.6%,-0.5%,-4.1,2.3%
CC(C)(C)OC(=O)N1CCN(C(=O)c2[nH]cnc2C(=O)NCc2ccccc2)CC1,-35.8%,·,13.2%,5.0%,-4.6%,·,·
COc1ccc(COc2ccc3ccc(=O)oc3c2)cc1,289.5%[activator],70.2*,-37.3%,139.3%[activator],-4.8%,69.0*,1.6%
Cc1oc2c(c1C(=O)N1CCOCC1)C(=O)c1ccccc1C2=O,0.828µM*,24.9,-13.8%,4.15µM*,-6.2%,17.0,6.9%
O=C(Nc1ccc2[nH]ncc2c1)c1ccccc1,86.0%[activator],25.2,-19.2%,129.9%[activator],-2.3%,22.5*,-6.7%
COc1ccccc1NC(=O)N(Cc1cc2cc(OC)c(OC)cc2[nH]c1=O)CC1CCCO1 (centres undefined),?,9.2,92.7%[activator],?,-4.5%,2.7,-2.2%
Cc1cc(NC(=O)C2C3C=CC(C3)C2C(=O)O)no1 (centres undefined),·,-8.9,-14.4%,7.2%,12.4%,-3.4,-1.8%
CCc1ccc(-c2cc(C)no2)cc1S(=O)(=O)Nc1cc(C)on1,?,14.1,-26.5%,11.2%,1.1%,-2.7,7.4%
N#Cc1ccc(-c2ccc(OCC(O)Cn3nnc4ccccc43)cc2)cc1 (centres undefined),?,-2.5,-22.6%,?,1.8%,2.0,7.2%
Clc1ccccc1-c1nnc2sc(-c3ccncc3)nn12,1.9%,-10.7,-14.1%,·,-2.4%,-3.8,1.5%
CCOC(=O)C(Cc1ccccc1)NC(=O)CCc1nnc2ccc(N3CCCC3)nn12 (centres undefined),?,9.7,95.4%[activator],4.8%,-1.6%,-4.4,-4.1%
CCOC(=O)N1CCN(C(=O)COC(=O)C2CCN(S(=O)(=O)c3c(C)c(C)cc(C)c3C)CC2)CC1,8.0%,·,189.2%[activator],-8.2%,0.0%,·,·
CCCC(C(=O)NC1CCCC1)N(C(=O)Cn1nnc(-c2ccc(C)o2)n1)c1ccccc1OC (centres undefined),·,-9.5,49.1%,10.4µM*,-5.6%,-1.6,-1.0%
COc1ccc(Cl)cc1NC(=O)CN(C)C(=O)c1cn2ccccc2n1,23.2%,·,26.6%,9.8%,0.0%,·,·
CCOC(CCNC(=O)c1cc2c(=O)[nH]c3ccccc3c2s1)OCC,0.0%,14.4,-18.8%,-23.3%,-1.6%,-1.5,-3.8%
O=C(c1ccc(NS(=O)(=O)c2cccs2)cc1)N1CCOCC1,-0.4%,-6.4,-17.0%,6.4%,5.1%,-2.8,-0.2%
CCn1c(O)c(C2=NCCCC2)c2ccccc21,0.1%,125.0*,0.2%,0.0%,2.9%,-1.4,-5.5%
O=C(COC(=O)c1ccc(OC(F)F)cc1)NC(=O)NC1CCCC1,37.2%[activator],·,-11.7%,2.1%,2.9%,·,·
COc1cc(/C=N/NC(=S)Nc2cccc(S(=O)(=O)N(C)C)c2)ccc1O,?,49.0*,-59.5%,21.8%,-4.2%,29.8*,2.9%
Cc1ccc(-n2ncc3c(=O)n(CC(=O)NCc4ccco4)cnc32)cc1C,2.0%,59.4,-14.4%,19.9%,0.6%,-0.6,1.3%
COc1cc2c(cc1NC(=O)CSc1nnnn1-c1ccccc1)oc1ccccc12,?,28.4,-14.9%,3.6%,-8.0%,1.1,0.5%

# Reprinted from the part before: 3 compounds, then new ones.
SMILES,Pf growth 96h,Shiga toxin inh,AmpC no deterg,Pf growth 48h,Tb PYK inh,Cycloheximide cs,LmPK inhibitor
COc1cc(/C=N/NC(=S)Nc2cccc(S(=O)(=O)N(C)C)c2)ccc1O,?,49.0*,-59.5%,21.8%,-4.2%,29.8*,2.9%
Cc1ccc(-n2ncc3c(=O)n(CC(=O)NCc4ccco4)cnc32)cc1C,2.0%,59.4,-14.4%,19.9%,0.6%,-0.6,1.3%
COc1cc2c(cc1NC(=O)CSc1nnnn1-c1ccccc1)oc1ccccc12,?,28.4,-14.9%,3.6%,-8.0%,1.1,0.5%
Cc1ccc(C(=O)c2c(NC(=O)CSc3nnc(N)s3)sc3c2CCCC3)cc1,5.22µM*,4.2,-24.5%,11.7µM*,-11.8%,5.3,9.2%
COc1ccc(/C(N)=N/OC(=O)c2cccc([N+](=O)[O-])c2)cc1,?,25.9,-18.4%,·,-3.6%,0.8,-10.2%
COc1ccc(OC)c(-c2cc(C(=O)Nc3cccc(Cl)c3)no2)c1,?,11.9,-17.9%,-0.7%,-13.3%,-2.5,3.1%
CCCCN(CCCC)CC(O)CN1C(=O)NC(C)(C)C1=O (centres undefined),·,-32.1,-7.9%,0.3%,-6.9%,-2.2,4.9%
CSc1ncccc1C(=O)NCc1ccccc1Cl,18.0%,-6.5,-11.1%,14.7%,0.4%,2.6,4.9%
CCOC(=O)c1[nH]c(C)c(C)c1C,11.7µM*,20.2,-5.3%,18.6%,5.8%,-2.9,-6.8%
COc1cc(C(=O)NCc2ncccc2C)ccc1OC1CCN(C(C)=O)CC1,14.7µM*,17.5,-3.8%,19.7%,-3.2%,0.8,-2.7%
Cc1nc2nc(SCc3ccc([N+](=O)[O-])cc3)[nH]c2cc1Br,2.5%,1.1,-33.4%,-2.9%,3.7%,-1.6,0.0%
CC(C)(C)c1ccc(C(=O)NNC(=O)C2CCCCC2)cc1,131.8%[activator],7.7,-23.9%,95.5%[activator],2.5%,5.2,-3.2%
COC(=O)c1cc(NC(=O)C2CCCN(S(=O)(=O)c3c(C)n[nH]c3C)C2)cc(C(=O)OC)c1 (centres undefined),24.5%,2.1,-41.6%,?,4.1%,-2.6,3.3%
O=C(NCCOC12CC3CC(CC(C3)C1)C2)c1cccc(Br)c1,4.15µM*,10.4,-14.3%,9.28µM*,2.6%,15.5,1.4%
Cc1ccc2nsnc2c1NC(=O)c1cncc(Br)c1,14.3%,24.6,-45.0%,-5.6%,-14.4%,8.8,-2.3%
CCN(CCCNC(=O)Cn1ncc2c(=O)oc3ccccc3c21)c1cccc(C)c1,-4.3%,-10.8,-1.4%,·,8.6%,-2.2,4.9%
COc1cccc(C(=O)Nc2ccccc2N2CCOCC2)c1,?,-3.5,1.8%,-9.9%,1.1%,-0.6,-8.1%
CCCCN(C(=O)CCCc1nc2ccccc2s1)c1c(N)n(CC(C)C)c(=O)[nH]c1=O,?,·,5.2%,?,2.4%,·,·
Cc1noc2ncnc(N3CCN(c4ccc(F)cc4)CC3)c12,45.3%[activator],-20.5,-5.8%,28.8%,-4.7%,4.2,-10.8%
CC1CCCCC1NC(=O)c1ccc2c(c1)OCCO2 (centres undefined),131.9%[activator],·,-5.5%,119.0%[activator],4.9%,·,·
CC1(C)Cc2c(c(=S)nc(-c3ccccc3)n2Cc2cccnc2)CO1,-6.1%,3.6,5.6%,?,-1.7%,0.6,-0.5%
COc1cccc(C(=O)N=c2sc3c(C)ccc(OC)c3n2C)c1,89.3%[activator],48.5*,308.0%[activator],300.4%[activator],1.8%,44.6*,-0.4%
Cc1ccc(N2C(=O)N(CC(=O)NCc3ccc(Cl)cc3)C(=O)C2C)cc1 (centres undefined),19.4%,-14.8,-1.2%,0.4%,-1.9%,-2.3,4.3%
CCc1ccc2c(c1)[C@H]1OCC[C@H]1[C@@H](c1cccs1)N2,28.5%,42.2*,-18.7%,11.1%,-0.7%,26.4*,7.0%
CCCc1nc2c(nnn2Cc2ccccc2)c(=O)[nH]1,·,-13.4,-8.2%,?,0.7%,-1.8,-6.9%
CC(C)c1ccccc1OS(N)(=O)=O,13.7%,-7.6,-3.7%,39.2%[activator],-1.1%,-0.6,-0.4%
NC(=O)c1ccsc1NC(=O)CCS(=O)(=O)c1ccc(Cl)cc1,?,·,-20.6%,-17.5%,1.0%,·,·
O=C1NC(=S)NC(=O)C1C1CCCCC1,-1.3%,-4.0,-11.9%,9.9%,-17.5%,4.6,-0.4%
COc1ccc(C2CC(=O)Oc3cc(OC)ccc32)cc1 (centres undefined),·,i,-16.7%,·,-2.2%,-1.2,·
CCn1c(=O)cc(N2CCOCC2)[nH]c1=O,-10.5%,-9.7,-6.5%,1.4%,4.8%,-6.5,0.5%[11.5 µM]
O=C(NC(NC(=S)Nc1ccccc1C(=O)O)C(Cl)(Cl)Cl)c1cccc([N+](=O)[O-])c1 (centres undefined),1.8%,-12.3,-33.5%,69.1%[activator],-11.5%,10.4,5.7%
Cc1ccc(S(=O)(=O)NC(=NC2CCCCC2)c2ccc(Cl)cc2)cc1,0.0%,5.7,-10.7%,-4.9%,3.5%,-12.8,3.2%
COc1ccccc1N1C(=O)c2ccc(C(=O)Nc3ccc(C(=O)O)cc3)cc2C1=O,-29.0%,15.5,-16.7%,28.5%,-3.3%,0.9,0.4%
